MC4R barr agon – MC4R agonists recruiting beta-arrestin, primary screen, cell-based, luminescence, agonist arm of biased-ligand search; 0.98% of 360,000 active; activation, % at 8.9 µM; Melanocortin receptor 4 (Homo sapiens), P32245; U2OS MC4R beta-arrestin complementation; percent of melanotan II response, DMSO zero;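 active means activation above a per-plate cutoff, the mean activation of sample wells on that plate plus 3 SD, cut at about 8% in these data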
Target sequence (P32245 whole entry, looked up): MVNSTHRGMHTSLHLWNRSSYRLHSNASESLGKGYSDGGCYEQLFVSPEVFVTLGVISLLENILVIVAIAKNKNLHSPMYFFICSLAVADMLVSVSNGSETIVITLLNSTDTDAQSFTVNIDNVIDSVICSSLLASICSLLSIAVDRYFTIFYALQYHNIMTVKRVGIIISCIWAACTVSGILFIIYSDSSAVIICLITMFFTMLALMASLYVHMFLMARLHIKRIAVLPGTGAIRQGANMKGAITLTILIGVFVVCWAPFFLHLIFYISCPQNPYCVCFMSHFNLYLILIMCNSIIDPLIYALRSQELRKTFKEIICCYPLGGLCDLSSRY
EBV LMP1 NFkB – EBV LMP1-driven NF-kappaB luciferase reporter inhibitors, primary screen, cell-based, luminescence, single point | inhibition, % at 12.5 µM | LMP1-induced NF-kappaB luciferase reporter cells | 0.69% of 350,000 active; in the data active means inhibition above about 41%;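 further: 0% = neutral control wells and 100% = reference inhibitor control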
SRC3 inh – SRC3 coactivator transcriptional activity inhibitors, primary screen, cell-based, luminescence | Nuclear receptor coactivator 3 (Homo sapiens), Q9Y6Q9 | HEK293 GAL4-SRC3 luciferase reporter | inhibition, % at 3.6 µM | 0.17% of 360,000 active;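 active means inhibition above a per-campaign cutoff, the mean of all compounds plus 3 SD, cut at about 60% in these data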;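 further: 0% = DMSO-treated cells and 100% = gossypol-treated cells at 36 µM; higher means less SRC3-driven luciferase light from the GAL4 reporter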
NCOA1 inh – SRC1 coactivator transcriptional activity inhibitors, primary screen, cell-based, luminescence; Nuclear receptor coactivator 1 (Homo sapiens), Q15788; HEK293 GAL4-SRC1 luciferase reporter; inhibition, % at 3.6 µM; 0.12% of 360,000 active; AID 588354, 2011;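 active means inhibition above the campaign mean plus 3 SD, with each screening campaign given its own cutoff, cut at about 60% in these data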;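 further: 0% = DMSO treated cells and 100% = gossypol at 36 µM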
ABHD5 PLIN5 PPI – ABHD5-PLIN5 interaction inhibitors, primary screen, cell lysate, split luciferase complementation, luminescence; inhibition, % at 4 µM; 0.78% of 360,000 active; AID 602281, 2012; Split G. princeps luciferase complementation, 4 h; Perilipin-5 (Homo sapiens) + 1-acylglycerol-3-phosphate O-acyltransferase ABHD5 (Homo …;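 active means inhibition above the mean inhibition across every tested compound plus 3 SD, cut at about 22% in these data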;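 further: 0% = DMSO only wells and the 100% control is not disclosed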
SRC2 inh – inhibition of GAL4-SRC2 driven luciferase reporter, primary screen, SRC2 inhibitor project, cell-based, luminescence; AID 651957, 2012; Nuclear receptor coactivator 2 (Homo sapiens), Q15596; HEK293 GAL4-SRC2 luciferase reporter; 0.17% of 370,000 active; inhibition, % at 9 µM;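 active means inhibition above the mean inhibition of all tested compounds plus 3 SD, set per campaign, cut at about 52% in these data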;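 further: 0% = DMSO treated cells and 100% = cells given Gossypol at 36 µM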
TLR9-MyD88 inh – inhibitors of TLR9-MyD88 association in cells, primary screen, cell-based, CHO, BLA complementation, fluorescence | CCF4 FRET ratio | 0.21% of 340,000 active | Toll-like receptor 9 (Homo sapiens) + Myeloid differentiation primary response protein … | inhibition, % at 4.98 µM;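 active means inhibition above the mean over all tested compounds plus 3 SD, cut at about 21% in these data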;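 further: 0% = DMSO only wells and 100% = clavulanate BLA inhibitor control wells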
LRH-1 inv ag – LRH-1 (NR5A2) inverse agonists, primary screen, cell-based, luminescence, HEK293T, StAR-luciferase reporter; Nuclear receptor subfamily 5 group A member 2 (Homo sapiens), O00482; LRH-1 transfected, 24 h; inhibition, % at 3.6 µM; 0.13% of 360,000 active;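 active means inhibition above the mean inhibition of all tested compounds plus 3 SD, cut at about 73% in these data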;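 further: 0% = DMSO wells and 100% = reporter-only cells lacking LRH-1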
Target sequence (O00482 whole entry, looked up): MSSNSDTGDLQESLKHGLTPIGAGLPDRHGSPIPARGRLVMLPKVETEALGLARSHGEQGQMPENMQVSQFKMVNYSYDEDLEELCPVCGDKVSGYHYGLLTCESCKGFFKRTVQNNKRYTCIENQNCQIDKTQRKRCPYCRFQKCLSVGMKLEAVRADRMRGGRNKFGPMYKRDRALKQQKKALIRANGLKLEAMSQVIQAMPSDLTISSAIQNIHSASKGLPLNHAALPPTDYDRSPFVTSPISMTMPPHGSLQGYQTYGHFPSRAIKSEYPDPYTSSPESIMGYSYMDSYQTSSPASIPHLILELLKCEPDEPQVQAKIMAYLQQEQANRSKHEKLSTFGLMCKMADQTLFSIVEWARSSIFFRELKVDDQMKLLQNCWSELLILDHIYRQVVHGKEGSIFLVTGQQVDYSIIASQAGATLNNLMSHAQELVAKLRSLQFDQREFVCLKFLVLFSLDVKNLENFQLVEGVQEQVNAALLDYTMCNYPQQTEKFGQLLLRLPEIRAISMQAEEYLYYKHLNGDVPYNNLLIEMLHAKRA
MC4R antagonist – MC4R antagonists of cAMP signaling, primary screen, cell-based, TR-FRET, antagonist arm of biased-ligand search | Melanocortin receptor 4 (Homo sapiens), P32245 | MC4R-expressing cells, MTII-stimulated cAMP, LANCE TR-FRET | AID 540295, 2011 | inhibition, % at 6.5 µM | 0.48% of 360,000 active;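 active means inhibition above its plate's cutoff, the mean of tested wells on that plate plus 3 SD, cut at about 29% in these data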;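 further: 0% = Melanotan II alone and 100% = Melanotan II plus saturating MCL0020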
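Assay system: U2OS-MC4R stable cell line; Also added: Melanotan II; Technique: Eu-cAMP/anti-cAMP TR-FRET, emission 671 nm; Times: 30-min compound, 1-h challenge, 1-h detection, room temperature.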
NOD2-RIPK2 inh – NOD2-RIPK2 binding disruptors in cells, primary screen, fluorescence, CHO cells, BLA complementation. Receptor-interacting serine/threonine-protein kinase 2 (Homo sapiens), O43353. CCF4 ratio. inhibition, % at 4.98 µM. 0.38% of 360,000 active. AID 624267, 2012; in the data active means inhibition above about 21%;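 further: 0% = vehicle only and 100% = reference blocker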
COUP-TFII inh – NR2F2 transcriptional activity inhibitors, primary screen, cell-based, luciferase reporter, HEK293T, luminescence; 0.7% of 370,000 active; AID 686940, 2013; inhibition, % at 8.6 µM; COUP transcription factor 2 (Homo sapiens), P24468; HEK293T NGFI-A luciferase reporter;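 active means inhibition above a per-plate cutoff, mean inhibition of test wells between control levels plus 3 SD, cut at about 38% in these data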;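 further: cells cotransfected with COUP-TFII expression vector driving the NGFI-A reporter; 0% = median of COUP-TF2 test wells and 100% = reporter-only cells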
* hit, by the source's call; . = not tested or not shown. A portion of the library (hit frequency here may not be typical).

Every second line gives: COUP-TFII inh, NOD2-RIPK2 inh, EBV LMP1 NFkB, NCOA1 inh, SRC3 inh, MC4R antagonist, TLR9-MyD88 inh, LRH-1 inv ag, MC4R barr agon, SRC2 inh, ABHD5 PLIN5 PPI
COc1ccc(/C=C/c2nnc(NC(=O)CC(C)C)s2)cc1
→ 6.8, 1.5, -10.1, -38.3, 1.6, 12.4, -6.7, -5.2, 2.0, -12.5, 0.3
COc1cccc(NC(=O)Cn2cnc3sc(C)c(S(=O)(=O)N4CCN(C)CC4)c3c2=O)c1
→ 9.7, 1.7, -2.2, -13.2, -1.5, 2.5, -6.0, -7.3, -0.9, -12.7, 3.5
COc1cc2ccccc2cc1C(=O)Nc1nccs1
→ -31.4, -3.0, -54.5, -82.8, -61.7, -5.8, 11.9, -47.7, 2.7, -25.9, 0.2
COc1ccccc1OCC(=O)Nc1cc(NC(=O)COc2ccccc2OC)cc(C(=O)O)c1
→ 14.5, 6.2, 3.8, 7.5, 4.0, 6.8, 3.1, 5.0, -0.7, 15.4, 1.4
CC[C@H](C)[C@H](NC(=O)OCc1ccccc1)C(=O)OCC(=O)N1CCN(c2ccc(F)cc2)CC1
→ 16.4, -6.3, 34.1, -5.4, 3.8, 16.3, -3.9, 13.2, 1.8, 21.3, 0.5
COc1ccc(C(=O)N2N=C3CC(C)(C)OCC3C2c2ccccc2)cc1 (configuration not stated)
→ 14.9, -11.2, -2.0, 11.8, -0.6, 3.4, -3.0, 14.4, -3.2, 4.1, 0.2
Cc1cccc(C)c1-n1nnnc1C(c1ccnc2ccccc12)N1CCN(CCN(C)C)CC1 (configuration not stated)
→ -0.7, 7.2, ., ., ., ., ., 17.6, ., -41.3, -10.7
O=C(Nc1ccccc1)NC1(C(=O)NCc2cccs2)CCCCC1
→ -20.5, -5.3, 0.1, -6.6, -11.0, 11.7, -3.3, 5.8, -0.8, 5.1, 4.9
C=CCNC(=O)c1c(Cl)nc(C)c([N+](=O)[O-])c1C
→ 4.8, -6.4, -1.1, -0.1, -9.5, 12.6, -9.9, 3.9, 1.2, 12.5, 4.7
CCN(CC)c1ccc(NC(=O)CN2CCN(S(=O)(=O)c3cc(Cl)ccc3OC)CC2)cc1
→ -6.1, -2.6, -5.5, 8.0, -8.9, 11.3, -9.5, 19.3, 0.3, -3.1, 15.1
Cc1ccc2cc3c(NS(=O)(=O)c4cccc5nonc45)nn(CC(C)C)c3nc2c1
→ 13.9, 6.4, 0.0, -9.4, -12.3, 3.9, -5.5, -2.9, -5.3, -1.3, -7.9
O=C(N/N=C/c1cccc([N+](=O)[O-])c1)C1CC1c1ccccc1 (configuration not stated)
→ 5.9, 8.9, 6.2, -36.4, 1.8, -0.4, 7.9, 14.8, 0.1, -13.1, -5.3
Cc1oc(-c2ccc3c(c2)OCCO3)cc1C(=O)NCC(=O)O
→ -26.1, -5.4, -46.1, -16.7, 0.5, -6.2, -5.5, -33.5, 3.0, -32.2, 22.1*
CS(=O)(=O)n1nc(OC(=O)c2cc(Br)ccc2Cl)cc1N
→ 5.2, 2.4, -11.9, -9.6, 6.2, 0.2, 0.6, 2.9, -1.0, -9.3, 0.1
Cc1ccccc1-c1nc(CS(=O)CC(=O)NCCc2ccc(Cl)cc2)c(C)o1 (configuration not stated)
→ -26.2, 7.7, 1.1, 7.2, 11.3, 10.1, -9.7, 14.9, 2.5, -1.5, -5.0
O=C(COc1ccc(Cl)cc1)NCC(=O)N1CCC2(CC1)NCCc1[nH]cnc12
→ 6.4, -11.4, -6.0, -9.2, 1.6, 2.8, -11.4, 5.4, 1.2, -7.6, 11.1
CCCCc1nc2cc(C(=O)N3CCC(OC)CC3)ccc2o1
→ -17.7, 0.8, -1.6, -26.9, -13.4, -0.3, -12.4, -18.0, -0.1, -33.3, 1.5
Cc1ccc2c(c1)C(=O)N1[C@H]3c4ccccc4OC[C@@H]3[C@H](c3ccccc3)[C@]1(C)C(=O)N2
→ ., 2.9, -15.6, -8.0, 13.8, 2.0, -7.9, -0.7, 0.8, ., -5.8
CCOc1ccccc1OCC(=O)OC(C)C(=O)Nc1ncc(Cl)cc1Cl (configuration not stated)
→ 25.7, -0.9, 3.0, 0.1, 18.6, 17.1, -5.7, 6.4, -2.6, -20.7, 6.0
COc1ccc(C(C(=O)NC2CCCC2)N(Cc2cccnc2)C(=O)Cc2cccs2)cc1OC (configuration not stated)
→ -5.4, -3.8, -30.4, -10.1, -7.9, 1.1, 5.3, 18.7, 3.1, -16.8, -12.6
NC(=O)COC(=O)/C=C/c1ccccc1[N+](=O)[O-]
→ 13.2, -7.7, -5.2, 7.0, 13.7, -9.2, -4.8, -0.1, -1.4, 2.3, -1.0
Cc1cnc(C)c(N2CCN(Cc3cn(C)nc3-c3cccc(Cl)c3)CC2)n1
→ 5.0, -4.5, 10.4, 5.3, 14.9, 0.4, 5.0, -20.1, 0.2, -2.9, 5.8
COC(=O)c1nc2ccccc2s1
→ -11.6, -4.5, -7.3, -0.1, -6.4, -0.8, 9.8, 8.0, -0.7, -9.0, 6.5
Cc1ccccc1NC(=O)c1nc(S(C)(=O)=O)ncc1Cl
→ 12.2, 29.8*, -21.8, -67.1, -37.1, -4.0, 38.1*, -28.1, -1.4, -12.1, 38.1*
O=C(CN1CCCC1)Nc1ccc(NC(=O)Nc2ccccc2Cl)cc1
→ -18.5, -13.7, -9.9, -28.3, -38.8, 8.4, 10.0, -26.3, -0.7, -27.2, 4.2
C#CCNC(=O)C1=C[C@H](c2ccc(Br)cc2)[C@@H](CCCO)[C@H](OCC)O1
→ 5.8, 5.9, 0.4, 1.0, -22.3, 3.7, -2.5, -7.3, -0.9, 7.9, 2.4
Cc1nnc(SCC2CCCO2)n1-c1ccccc1 (configuration not stated)
→ -7.8, -8.3, -18.7, -0.7, 15.5, 1.4, -7.1, 12.8, -1.2, -14.1, -5.3
Cc1ccc(C(=O)CC(C(=O)O)P(=O)(c2ccccc2)c2ccccc2)cc1 (configuration not stated)
→ 3.2, 4.0, 2.8, -2.1, 12.0, 0.1, -3.5, 6.8, -1.4, 5.8, -2.5
COCc1ccc(CN2CCC(n3nccc3NC(=O)C(OC)c3ccccc3)CC2)o1 (configuration not stated)
→ -5.3, 2.3, -2.5, 14.3, 17.2, -0.6, 2.3, 7.2, 1.4, -25.6, 19.9
CCC1(CC)Cc2ccccc2C(=O)N1
→ 8.4, -5.4, 8.9, 5.9, 10.3, -5.6, -3.6, 22.9, -0.5, 2.9, -3.6

Looked up one by one from above:
Every second line gives: COUP-TFII inh, NOD2-RIPK2 inh, EBV LMP1 NFkB, NCOA1 inh, SRC3 inh, MC4R antagonist, TLR9-MyD88 inh, LRH-1 inv ag, MC4R barr agon, SRC2 inh, ABHD5 PLIN5 PPI
COc1ccc(C(=O)N2N=C3CC(C)(C)OCC3C2c2ccccc2)cc1 (configuration not stated)
→ 14.9, -11.2, -2.0, 11.8, -0.6, 3.4, -3.0, 14.4, -3.2, 4.1, 0.2
Cc1cccc(C)c1-n1nnnc1C(c1ccnc2ccccc12)N1CCN(CCN(C)C)CC1 (configuration not stated)
→ -0.7, 7.2, ., ., ., ., ., 17.6, ., -41.3, -10.7

Additional results.
Every second line gives: COUP-TFII inh, NOD2-RIPK2 inh, EBV LMP1 NFkB, NCOA1 inh, SRC3 inh, MC4R antagonist, TLR9-MyD88 inh, LRH-1 inv ag, MC4R barr agon, SRC2 inh, ABHD5 PLIN5 PPI
COC(=O)[C@]1(Cc2ccccc2)N[C@H](c2ccc(-c3ccc4c(c3)OCO4)cc2)[C@@H]2C(=O)N(C)C(=O)[C@@H]21
→ -23.9, 4.1, 4.2, -1.9, -3.1, 3.7, -47.0, 9.4, -0.2, -8.8, -1.1
COc1ccc(CCNc2cc(C)nc3c(-c4ccccc4)cnn23)cc1OC
→ -17.6, -8.4, 19.0, -68.8, -49.6, 3.5, -11.6, -35.2, 0.3, -13.3, 2.2
Cn1ncc(N=Cc2c(O)ccc3ccccc23)c1C(=O)Nc1cccc(Cl)c1
→ 21.0, -6.6, -22.0, -5.5, 1.9, 4.6, -3.9, 20.2, -3.9, 1.0, -3.5
CC(=O)N1CCN(c2ccc(S(=O)(=O)N3CCCCC3)cc2[N+](=O)[O-])CC1
→ 2.5, -4.4, 9.1, -14.7, 7.8, -1.0, -1.9, 21.2, -1.1, -1.4, 4.6
CCC(=O)Nc1cccc2ccccc12
→ -8.4, -6.4, -1.2, -17.3, 12.8, 3.3, 8.5, 3.0, -1.0, 18.6, 1.9
CC(C)Cc1cc(C(=O)NCc2ccco2)no1
→ -23.1, 9.1, -17.7, -39.0, -56.8, 3.3, -1.5, -79.9, -1.4, -21.9, -0.3
CC(C)(C)c1ccc(-n2ncc3c2CCCC3NC(=O)CCn2cncn2)cc1 (configuration not stated)
→ -8.6, -5.7, -15.7, 9.3, 18.4, 1.8, 5.4, 3.6, -2.2, 7.2, -0.7
FC(F)(F)c1n[nH]c(=S)n1/N=C/c1ccco1
→ -29.7, -4.0, 5.2, 1.9, 11.2, 11.2, -2.0, -16.9, -3.0, -1.2, 1.5
CCN(c1ccccc1)S(=O)(=O)c1ccc2c(c1)N(C(C)=O)CCS2
→ 6.5, 5.3, -0.3, -0.1, 16.5, 15.4, 3.6, 4.0, -1.8, 5.5, -5.2
COC(=O)c1ccccc1NC(=O)c1cc[n+]([O-])cc1
→ -10.0, -0.6, 0.5, -18.9, -10.9, -1.4, -10.9, 12.7, 1.3, 14.3, -4.7

Quoted from the listing.
TLR9-MyD88 inh, C#CCNC(=O)C1=C[C@H](c2ccc(Br)cc2)[C@@H](CCCO)[C@H](OCC)O1 is entered as -2.5
NOD2-RIPK2 inh, CCC(=O)Nc1cccc2ccccc12 is entered as -6.4
NOD2-RIPK2 inh, COc1ccc(C(C(=O)NC2CCCC2)N(Cc2cccnc2)C(=O)Cc2cccs2)cc1OC (configuration not stated) is entered as -3.8
LRH-1 inv ag, O=C(CN1CCCC1)Nc1ccc(NC(=O)Nc2ccccc2Cl)cc1 is entered as -26.3

Compound activity as filed in PubChem.
